rTrxR1 inhibitor: inhibitors of rat thioredoxin reductase 1; O89049; AID 588453; 1% of 390,000 active; Potency, µM (titrated, usually from 114 µM), for inactives: at the top dose activity change, negative = inhibition, most hits filed as inhibitors; recombinant rTrxR1, NADPH fluorescence consumption, selenite substrate; also: nearly all actives have a fitted effect of over 65% in size
Target sequence (O89049 whole entry, looked up): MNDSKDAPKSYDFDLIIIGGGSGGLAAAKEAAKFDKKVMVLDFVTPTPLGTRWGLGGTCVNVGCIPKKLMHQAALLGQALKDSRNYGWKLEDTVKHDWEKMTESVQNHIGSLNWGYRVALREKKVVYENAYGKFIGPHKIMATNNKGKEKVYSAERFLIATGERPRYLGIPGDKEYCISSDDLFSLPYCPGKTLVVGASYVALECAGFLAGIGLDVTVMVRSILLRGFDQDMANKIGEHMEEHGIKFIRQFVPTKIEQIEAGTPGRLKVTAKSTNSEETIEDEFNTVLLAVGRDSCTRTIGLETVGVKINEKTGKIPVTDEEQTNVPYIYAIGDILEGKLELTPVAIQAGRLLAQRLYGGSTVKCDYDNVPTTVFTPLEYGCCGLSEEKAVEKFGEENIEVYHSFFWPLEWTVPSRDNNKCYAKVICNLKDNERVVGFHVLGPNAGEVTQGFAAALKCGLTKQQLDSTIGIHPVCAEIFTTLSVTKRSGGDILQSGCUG
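Rat TrxR1 (90 nM in the dispensed reagent) was pre-reduced with 400 uM NADPH for 5 min at room temperature, then incubated with compound for 15 min. After 400 uM selenite was added, NADPH fluorescence (Ex 340/Em 450 nm) was followed for 8 min.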
TrxR1 substrate: substrates of rat thioredoxin reductase 1 | purified TrxR1 substrate turnover, NADPH consumption readout | Potency, µM (top dose mostly 114 µM), for inactives: at the top dose activity change, negative = substrate turnover | AID 588456 | 0.01% of 390,000 active; also: nearly all actives have a fitted effect of over 50% in size
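Rat TrxR1, dispensed at 90 nM, was prereduced with 400 uM NADPH (final) for 5 min at ~22 deg C, then incubated with compound 15 min before 400 uM selenite. A first-read NADPH fluorescence drop versus no-compound background flagged substrates.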
USP1-UAF1 inh: blocks the human USP1/UAF1 deubiquitinase complex; 0.23% of 390,000 active; recombinant USP1/UAF1, Ub-Rhodamine cleavage fluorescence; Potency, µM (doses to about 57.1 µM), for inactives: top-dose activity change, negative = inhibition, hits mostly inhibitors; also: nearly all actives have a fitted effect of over 60% in size; inactives centre near -12
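In this screen, compounds sit with the deubiquitinase complex (1nM) for 15 min at room temperature before Ub-Rho is added at 150nM final. Fluorescence rise is then followed for 6 reads every 60 seconds.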
mIDH1 inhibitor: blocks human mutant IDH1 R132H enzyme | O75874 | IDH1-R132H enzyme, NADPH consumption, diaphorase/resazurin fluorescence | Potency, µM (highest dose often 76.6 µM), for the others: top-dose activity change, negative = inhibition, hits mostly inhibitors | 0.093% of 390,000 active | AID 602179; also: nearly all actives have a fitted effect of over 65% in size
Target sequence (O75874 whole entry R132H, stated change not applied): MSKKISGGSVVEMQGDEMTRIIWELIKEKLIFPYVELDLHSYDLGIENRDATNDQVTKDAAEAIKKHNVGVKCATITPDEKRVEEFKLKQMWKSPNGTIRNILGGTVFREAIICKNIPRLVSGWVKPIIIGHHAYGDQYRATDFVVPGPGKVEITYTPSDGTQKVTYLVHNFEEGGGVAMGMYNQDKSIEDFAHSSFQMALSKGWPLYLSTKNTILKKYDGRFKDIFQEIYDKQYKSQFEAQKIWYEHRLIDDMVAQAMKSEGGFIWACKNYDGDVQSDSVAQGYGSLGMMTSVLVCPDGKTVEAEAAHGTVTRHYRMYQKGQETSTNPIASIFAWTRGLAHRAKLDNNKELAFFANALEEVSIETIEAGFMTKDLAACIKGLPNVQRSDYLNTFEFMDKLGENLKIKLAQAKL
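IDH1-R132H (0.5 ug/mL dispensed) in pH 7.5 Tris buffer was preincubated 30 min with compound, then given a substrate mix of 0.016 mM NADPH and 2 mM alpha-KG for 80 min at room temperature; remaining NADPH was read by diaphorase/resazurin fluorescence.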
Pin1 inhibitor: blocks the human prolyl isomerase Pin1 | Pin1 FP peptide displacement, HiFluor488, 10 min | AID 504891 | 0.009% of 390,000 active | Potency, µM (doses to about 115 µM), without a hit: at the top dose activity, negative = inhibition, hits mostly inhibitors; active = well fitted inhibition curve with a large enough effect in the polarisation, with a control signal flat, not every such curve was filed as active; inconclusive = small, poorly fitted or top-dose-only effect, or effect the other way, or a change in a side signal; inactive = no such curve, though single readings can be large or run the other way; the % refers to the polarisation
* hit, by the source's call; ? = inconclusive; . = not tested or not shown; [ ] = dose if it differs, or a comment. Unless noted, calls follow the shape of the dose curve; as a rule, active = well fitted inhibition curve with a large enough effect; inconclusive = small, poorly fitted or top-dose-only effect; inactive = no such curve, though single readings can be large or run the other way. % is scaled to controls: 0 for no effect and ±100 for the full control effect; potency is read from the fitted curve at half-maximal effect. Some of the compounds tested; the hit share may differ from the screen's.

Keys: A = rTrxR1 inhibitor; B = TrxR1 substrate; C = USP1-UAF1 inh; D = mIDH1 inhibitor; E = Pin1 inhibitor
Cc1noc(C)c1COc1ccc(C(=O)NCC2(N(C)C)CCCCC2)cc1
  A: .; B: .; C: ?; D: 1.1%; E: .
COc1ccccc1CN1CCNCC1
  A: .; B: .; C: -23.5%; D: -1.1%; E: .
C1CN(P2(N3CC3)=NP(N3CC3)(N3CC3)=NP(N3CC3)(N3CC3)=N2)CCO1 (stereo unspecified)
  A: .; B: .; C: -28.0%; D: 5.9%; E: .
O=C(c1ccco1)N1Cc2ccccc2-n2nncc2C1
  A: .; B: .; C: 2.7%; D: 9.8%; E: .
CCOC(=O)c1cccc(C2=C(CNC(=O)c3cccnc3)[C@H]3CC[C@@H](C2)N3Cc2ccccc2)c1
  A: .; B: .; C: 4.1%; D: -1.3%; E: .
COc1ccc(C(CC(=O)c2ccc3c(c2)OCO3)c2c(O)c3ccccc3oc2=O)cc1OC (stereo unspecified)
  A: .; B: .; C: -19.8%; D: 16.3%; E: .
O=C(O)c1nn(Cc2ccc(Cl)cc2)c2ccccc12
  A: .; B: .; C: -14.7%; D: -17.9%; E: .
CCOc1ccccc1N(CC(=O)NCCc1ccc(OC)cc1)S(=O)(=O)c1ccc(C)cc1
  A: .; B: .; C: ?; D: -12.0%; E: .
CC(C)c1ccc(C(c2c(O)c3ccccc3oc2=O)c2c(O)c3ccccc3oc2=O)cc1
  A: .; B: .; C: 28.2µM*; D: -12.0%; E: .
CC(=CCOc1ccc2ccc(=O)oc2c1)C1=CC(=O)C(C)(C)O1
  A: .; B: .; C: -20.1%; D: 6.2%; E: .
CS(=O)(=O)c1ccc(C2=C(CNC(=O)c3cccs3)[C@H]3CC[C@@H](C2)N3CCOc2ccccc2)cc1
  A: .; B: .; C: -6.5%; D: -4.4%; E: .
CS(=O)(=O)c1ccc(C2=C(CNC(=O)c3ccc([N+](=O)[O-])cc3)[C@H]3CC[C@@H](C2)N3Cc2ccccc2)cc1
  A: .; B: .; C: -0.5%; D: -1.4%; E: .
CS(=O)(=O)c1ccc(C2=C(CNC(=O)c3cccs3)[C@H]3CC[C@@H](C2)N3Cc2ccco2)cc1
  A: .; B: .; C: 6.9%; D: 2.3%; E: .
N#Cc1ccc(NC(=S)N2Cc3ccccc3-n3nncc3C2)cc1
  A: .; B: .; C: -23.1%; D: 0.0%; E: .
Cc1ccc(S(=O)(=O)Oc2ccccc2C=C2C(=O)NC(=O)NC2=O)cc1
  A: .; B: .; C: -23.5%; D: 3.5%; E: .

A few values from the entries so far:
CS(=O)(=O)c1ccc(C2=C(CNC(=O)c3cccs3)[C@H]3CC[C@@H](C2)N3CCOc2ccccc2)cc1 – USP1-UAF1 inh: -6.5%
CC(C)c1ccc(C(c2c(O)c3ccccc3oc2=O)c2c(O)c3ccccc3oc2=O)cc1 – mIDH1 inhibitor: -12.0%

Next section.
Keys: A = rTrxR1 inhibitor; B = TrxR1 substrate; C = USP1-UAF1 inh; D = mIDH1 inhibitor; E = Pin1 inhibitor
CC1CC2CC(=O)CCC2(C)C2CCC3(C)C(O)CCC3C12 (stereo unspecified)
  A: .; B: .; C: -20.2%; D: 0.6%; E: .
C=CCNC(=S)N1Cc2ccccc2-n2nncc2C1
  A: .; B: .; C: -16.1%; D: -6.6%; E: .
CC(=O)NCC1=C(c2cccc3ccccc23)C[C@@H]2CC[C@H]1N2Cc1ccco1
  A: .; B: .; C: -20.9%; D: 20.6%; E: .
C[C@@H]1CN([C@@H](C)CO)C(=O)CCCn2nncc2CO[C@H]1CN(C)C(=O)Oc1ccc2ccccc2c1
  A: .; B: .; C: -18.0%; D: 10.2%; E: .
C[C@@H]1CN([C@H](C)CO)C(=O)CCCn2nncc2CO[C@H]1CN(C)C(=O)Oc1ccccc1
  A: .; B: .; C: -17.8%; D: 1.6%; E: .
CN1CCN(C(=O)COc2ccc(S(=O)(=O)Nc3ccc(Cl)cc3)cc2)CC1
  A: .; B: .; C: -20.9%; D: -0.9%; E: .
Cc1ccc2n1Cc1cnnn1-c1ccccc1-2
  A: .; B: .; C: -21.5%; D: 0.0%; E: .
Clc1cccc(Cl)c1NC1=NCCS1
  A: .; B: .; C: -24.2%; D: 15.9%; E: .
O=S1c2ccccc2-c2ccccc21
  A: .; B: .; C: -18.9%; D: 3.5%; E: .
O=C1C2CCN(CC2)C1(CO)CO
  A: .; B: .; C: -25.6%; D: 0.2%; E: .
CCOC(=O)c1cccc(C2=C(CNC(=O)c3ocnc3C)[C@H]3CC[C@@H](C2)N3Cc2ccccc2)c1
  A: .; B: .; C: -0.8%; D: -5.1%; E: .
CN(C)c1ccccc1
  A: .; B: .; C: -10.8%; D: 0.2%; E: .
COc1ccc(OC(=O)N(C)C[C@@H]2OCc3cnnn3CCCC(=O)N([C@@H](C)CO)C[C@@H]2C)cc1
  A: .; B: .; C: ?; D: -5.4%; E: .
CCOC(=O)CC1c2ccccc2-n2nncc2CN1CC1CCCCC1 (stereo unspecified)
  A: .; B: .; C: -20.9%; D: 0.0%; E: .
CC1(CCCc2ccc(N(CCCl)CCCl)cc2)NC(=O)NC1=O (stereo unspecified)
  A: .; B: .; C: -22.1%; D: 1.6%; E: .
CN1OC[C@@H]2CN[C@H](c3ccc(Br)cc3)C[C@@H]21
  A: .; B: .; C: -6.4%; D: -2.8%; E: .
O=C(NCC1=C(c2cccc3ccccc23)C[C@@H]2CC[C@H]1N2Cc1ccco1)c1ccc([N+](=O)[O-])cc1
  A: .; B: .; C: -21.7%; D: 4.1%; E: .
Cc1ccc(-n2c(=S)[nH]c3ccccc3c2=O)cc1F
  A: .; B: .; C: -14.1%; D: -7.8%; E: .
COc1ccc(NC(=O)N2Cc3ccccc3-n3nncc3C2)cc1
  A: .; B: .; C: -12.4%; D: -4.4%; E: .
COc1cccc(C2CCN(C)C2)c1 (stereo unspecified)
  A: .; B: .; C: -10.1%; D: 1.5%; E: .
Cc1ccc(S(=O)(=O)N(C)C[C@H]2Oc3cc(Br)ccc3S(=O)(=O)N([C@H](C)CO)C[C@@H]2C)cc1
  A: .; B: .; C: -18.1%; D: 10.6%; E: .
COc1cc2c(c(OC)c1OC)-c1ccc(C(=O)O)cc1[C@@H](NC(C)=O)CC2
  A: 15.3%[57.1 µM]; B: 10.5%[57.1 µM]; C: .; D: .; E: -0.7%
CCOC(=O)N1CCN(/[N+]([O-])=N/Oc2ccc([N+](=O)[O-])cc2[N+](=O)[O-])C(C)C1 (stereo unspecified)
  A: -12.3%; B: -1.3%; C: .; D: .; E: 35.3%[activator]
C[C@@H](C1CC[C@@]2(O)C3=CC(=O)[C@@H]4C[C@@H](O)[C@@H](O)C[C@]4(C)[C@H]3CC[C@]12C)[C@H](O)CCC(C)(C)O (stereo partly specified)
  A: 6.8%; B: -1.0%; C: .; D: .; E: -1.0%
COc1ccc2c(c1)[C@]13CCCCC1C(C2)N(C)CC3 (stereo partly specified)
  A: 25.9%[57.1 µM]; B: 8.7%[57.1 µM]; C: .; D: .; E: -2.8%
O=C(O)[C@@H]1C[C@H]2C[C@@H](CP(=O)(O)O)CC[C@H]2CN1
  A: 22.0%; B: 9.8%; C: .; D: .; E: 17.5%
CNCC(O)c1cc(F)c(OCc2ccccc2)c(OCc2ccccc2)c1F (stereo unspecified)
  A: -13.2%; B: -1.0%; C: .; D: .; E: 5.8%
CCOC(=O)N1CCN(/[N+]([O-])=N/Oc2ccc([N+](=O)[O-])cc2[N+](=O)[O-])CC1C (stereo unspecified)
  A: ?; B: -15.8%; C: .; D: .; E: -2.8%
O=P1(Oc2ccccc2)CC=CC(COC(c2ccccc2)(c2ccccc2)c2ccccc2)O1 (stereo unspecified)
  A: 1.2%; B: -5.6%; C: .; D: .; E: -5.0%

Reformatted: results already given.
Results follow in this order: rTrxR1 inhibitor, TrxR1 substrate, USP1-UAF1 inh, mIDH1 inhibitor, Pin1 inhibitor
- CC1(CCCc2ccc(N(CCCl)CCCl)cc2)NC(=O)NC1=O (stereo unspecified)
    ., ., -22.1%, 1.6%, .
- CN1OC[C@@H]2CN[C@H](c3ccc(Br)cc3)C[C@@H]21
    ., ., -6.4%, -2.8%, .
- O=C(NCC1=C(c2cccc3ccccc23)C[C@@H]2CC[C@H]1N2Cc1ccco1)c1ccc([N+](=O)[O-])cc1
    ., ., -21.7%, 4.1%, .
- Cc1ccc(-n2c(=S)[nH]c3ccccc3c2=O)cc1F
    ., ., -14.1%, -7.8%, .
- COc1ccc(NC(=O)N2Cc3ccccc3-n3nncc3C2)cc1
    ., ., -12.4%, -4.4%, .
- COc1cccc(C2CCN(C)C2)c1 (stereo unspecified)
    ., ., -10.1%, 1.5%, .
- Cc1ccc(S(=O)(=O)N(C)C[C@H]2Oc3cc(Br)ccc3S(=O)(=O)N([C@H](C)CO)C[C@@H]2C)cc1
    ., ., -18.1%, 10.6%, .
- COc1cc2c(c(OC)c1OC)-c1ccc(C(=O)O)cc1[C@@H](NC(C)=O)CC2
    15.3%[57.1 µM], 10.5%[57.1 µM], ., ., -0.7%
- CCOC(=O)N1CCN(/[N+]([O-])=N/Oc2ccc([N+](=O)[O-])cc2[N+](=O)[O-])C(C)C1 (stereo unspecified)
    -12.3%, -1.3%, ., ., 35.3%[activator]
- C[C@@H](C1CC[C@@]2(O)C3=CC(=O)[C@@H]4C[C@@H](O)[C@@H](O)C[C@]4(C)[C@H]3CC[C@]12C)[C@H](O)CCC(C)(C)O (stereo partly specified)
    6.8%, -1.0%, ., ., -1.0%
- COc1ccc2c(c1)[C@]13CCCCC1C(C2)N(C)CC3 (stereo partly specified)
    25.9%[57.1 µM], 8.7%[57.1 µM], ., ., -2.8%
- O=C(O)[C@@H]1C[C@H]2C[C@@H](CP(=O)(O)O)CC[C@H]2CN1
    22.0%, 9.8%, ., ., 17.5%
- CNCC(O)c1cc(F)c(OCc2ccccc2)c(OCc2ccccc2)c1F (stereo unspecified)
    -13.2%, -1.0%, ., ., 5.8%
- CCOC(=O)N1CCN(/[N+]([O-])=N/Oc2ccc([N+](=O)[O-])cc2[N+](=O)[O-])CC1C (stereo unspecified)
    ?, -15.8%, ., ., -2.8%
- O=P1(Oc2ccccc2)CC=CC(COC(c2ccccc2)(c2ccccc2)c2ccccc2)O1 (stereo unspecified)
    1.2%, -5.6%, ., ., -5.0%

Bioassay records: PubChem, National Center for Advancing Translational Sciences (NCATS)
